# Source: PubChem (The Scripps Research Institute Molecular Screening Center)
# GPR151 activ: activates the human receptor GPR151; Q8TDV0; PathHunter beta-arrestin GPR151 cells, luminescence; activation, % at 11.2 µM; 650,000 compounds, 1% hits; AID 1508602; in the data active = activation above about 4.9%;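 note: 0% = median of compound wells and 100% = cells with positive control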
# Target sequence (Q8TDV0 whole entry, looked up): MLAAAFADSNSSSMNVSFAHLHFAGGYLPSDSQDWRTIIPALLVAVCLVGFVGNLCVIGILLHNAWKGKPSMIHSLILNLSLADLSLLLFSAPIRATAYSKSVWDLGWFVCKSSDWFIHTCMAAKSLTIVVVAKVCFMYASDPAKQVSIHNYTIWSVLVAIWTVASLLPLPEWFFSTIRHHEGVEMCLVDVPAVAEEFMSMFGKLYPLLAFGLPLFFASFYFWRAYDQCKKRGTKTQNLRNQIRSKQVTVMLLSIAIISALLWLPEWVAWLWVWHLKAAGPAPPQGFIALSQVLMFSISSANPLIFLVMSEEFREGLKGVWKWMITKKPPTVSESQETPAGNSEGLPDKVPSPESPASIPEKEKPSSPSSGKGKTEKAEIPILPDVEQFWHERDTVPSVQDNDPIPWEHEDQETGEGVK
# TEAD-YAP inh: TEAD-YAP interaction inhibition. inhibition, % at 9.12 µM. HEK-TIYL cells, TEAD-Gal4/YAP UAS-luciferase luminescence. 640,000 compounds, 1.4% hits. AID 1259422; in the data active = inhibition above about 32%;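 note: 0% = median of test compound wells and 100% = reference inhibitor wells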
# MITF inh: blocks human microphthalmia-associated transcription factor; AID 1259374; AlphaScreen MITF homodimerization, bead proximity signal; inhibition, % at 2.6 µM; O75030; 650,000 compounds, 0.91% hits; in the data active = inhibition above about 50%;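 note: 0% = vehicle wells with protein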
# Target sequence (O75030 whole entry, looked up): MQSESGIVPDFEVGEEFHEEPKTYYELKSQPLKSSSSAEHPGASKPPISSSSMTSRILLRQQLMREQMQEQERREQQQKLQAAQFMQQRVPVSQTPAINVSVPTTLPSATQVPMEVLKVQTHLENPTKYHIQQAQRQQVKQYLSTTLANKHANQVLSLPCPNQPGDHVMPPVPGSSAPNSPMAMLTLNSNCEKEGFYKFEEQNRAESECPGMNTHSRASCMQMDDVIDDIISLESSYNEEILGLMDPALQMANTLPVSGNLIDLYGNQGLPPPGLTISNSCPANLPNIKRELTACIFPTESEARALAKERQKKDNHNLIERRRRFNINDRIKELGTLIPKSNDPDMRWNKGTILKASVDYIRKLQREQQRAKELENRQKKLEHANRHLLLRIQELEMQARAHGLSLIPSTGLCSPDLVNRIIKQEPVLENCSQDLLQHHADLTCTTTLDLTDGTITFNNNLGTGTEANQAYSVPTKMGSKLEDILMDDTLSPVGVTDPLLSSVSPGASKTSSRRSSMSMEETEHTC
# FBW7 activator: human FBW7 E3 ligase activation, primary screen. Q969H0. AlphaScreen FBW7–phospho-cyclin E peptide binding, activator screen. normalized activity (activation), % at 26.1 µM. 650,000 compounds, 0.13% hits. AID 1259310; in the data active = normalized activity above about 1.9%;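 note: purified mutant Fbw7 with reduced substrate affinity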
# An asterisk follows results filed as active.
# Every second line gives: GPR151 activ, TEAD-YAP inh, MITF inh, FBW7 activator
COC(=O)C(NCc1ccc(Cl)cc1)C(C)C (stereo not given)
→ 1.7, 3, 43, -0.1
Cc1ccc(NC(=O)CS(=O)CC(=O)NC23CC4CC(CC(C4)C2)C3)cc1 (stereo not given)
→ 2.2, 7, 14, 0.5
O=C(NCCc1ccccc1)C(=S)N1CCCCC1
→ -1.0, -7, -17, 0.4
c1csc(CNc2ncnc3c2nc2n3CCCCC2)c1
→ -0.1, -19, -6, -0.4
COC(=O)C1=C(C)NC2=C(C(=O)CC(c3ccc(OC)cc3)C2)C1c1ccc(OC)cc1OC (stereo not given)
→ -1.2, 14, 11, 0.1
CCOC(=O)c1ccc2ncc(C(=O)OCC)c(Nc3cccc(C)c3C)c2c1
→ -1.6, -1, 3, -0.2
OC1CCCN(Cc2ccc3c(c2)OCO3)C1 (stereo not given)
→ 0.0, 7, 7, -0.1
CCOC(=O)c1c(NC(=O)C(C)Sc2nnc(CNC(=O)c3ccccc3OC)n2-c2ccc(F)cc2)sc2c1CCC2 (stereo not given)
→ -0.4, -1, -1, 0.1
CC1CC(Nc2ccccc2)c2ccccc2N1C(=O)c1ccc(Cl)c(Cl)c1 (stereo not given)
→ -0.3, 7, 7, 0.0
COc1ccc(NC(=O)/C(C#N)=N/Nc2cc(C(=O)O)ccc2C)cc1
→ 0.8, -2, 4, -0.1
O=C(CC1SC(=Nc2ccccc2)N(Cc2ccccc2)C1=O)Nc1ccccc1[N+](=O)[O-] (stereo not given)
→ 0.5, 1, 6, 0.2
COc1ccc(C2(CNS(=O)(=O)C3CC3)CCCC2)cc1
→ -0.4, 4, 0, 0.1
COc1ccc(N2CCN(Cc3cn4c(-c5ccc(Br)cc5)nnc4s3)CC2)cc1
→ -2.4, 1, -13, -0.2
O=C(NCCN1CCOCC1)c1csc(NC2CCC(O)CC2)n1 (stereo not given)
→ -1.3, 5, -2, -0.1
CC(C)C(=O)Nc1ccc(SCC(=O)N2CCOCC2)nn1
→ -1.3, -8, 1, 0.0
NS(=O)(=O)c1ccc(C(=O)OCc2cccc(Cl)c2Cl)cc1
→ 0.6, 8, -4, -0.2
c1ccc(-c2cc(NCCCN3CCOCC3)nc(-c3ccncc3)n2)cc1
→ -1.6, 6, -2, 0.2
O=C(Nc1ccc(Cl)c([N+](=O)[O-])c1)c1ccc(Cl)cc1Cl
→ -0.7, -64, 4, 0.0
COC(=O)C1CCN(S(=O)(=O)c2c[nH]c(=O)[nH]c2=O)CC1
→ -1.6, 2, 6, 1.1
CC(C)(C)c1nn2cnnc2n(/N=C/c2ccc(OCc3ccccc3)cc2)c1=O
→ -3.9, -7, 0, 0.3
COc1ccc2c(c1)C[C@@H](C(=O)Nc1ccc(-c3cn[nH]c3)cc1SCCN(C)C)NC2
→ -1.1, -7, 22, 0.7
CCCCN(CC)S(=O)(=O)c1ccc(Br)cc1
→ -0.1, 2, 15, 0.3
CCCCCCSc1nnc2c(n1)OC(c1ccncc1)N(C(C)=O)c1ccccc1-2 (stereo not given)
→ 1.4, 0, -4, -0.1
CC(=O)Nc1ccc(NC(=O)CCN2c3ccccc3Sc3ccccc32)cc1
→ -2.0, -5, 1, -0.1
O=C(CCCCCn1c(=S)[nH]c2cc3c(cc2c1=O)OCO3)N1CCC(Cc2ccccc2)CC1
→ -0.1, -6, -9, -0.1
O=S(=O)(Nc1ccc(NS(=O)(=O)c2ccccc2)c(Cl)c1)c1ccccc1
→ -0.3, -3, 4, 0.3
O=C(/C=C/c1ccccc1)N1CCN(Cc2ccc3c(c2)OCO3)CC1
→ 0.0, 6, 2, 0.1
Cc1cc(C)c2c(=O)[nH]n(C3CCCC3)c2n1
→ -0.2, 5, 3, 0.1
O=C(CSc1nnc2sc3ccccc3n12)Nc1ccc(F)cc1
→ -0.1, 2, -2, -0.1
Cc1nc2c(C(=O)NCCCN3CCOCC3)cnn2c(C)c1Cc1ccccc1Cl
→ -0.2, -5, 9, 0.0

# Random excerpt: 3 records from the list.
# Every second line gives: GPR151 activ, TEAD-YAP inh, MITF inh, FBW7 activator
Cc1nc2c(C(=O)NCCCN3CCOCC3)cnn2c(C)c1Cc1ccccc1Cl
→ -0.2, -5, 9, 0.0
CC(C)C(=O)Nc1ccc(SCC(=O)N2CCOCC2)nn1
→ -1.3, -8, 1, 0.0
COC(=O)C1=C(C)NC2=C(C(=O)CC(c3ccc(OC)cc3)C2)C1c1ccc(OC)cc1OC (stereo not given)
→ -1.2, 14, 11, 0.1

# Remaining list, next part:
# Every second line gives: GPR151 activ, TEAD-YAP inh, MITF inh, FBW7 activator
CCS(=O)(=O)N1CCCC(C(=O)NC2CCCCC2C)C1 (stereo not given)
→ 1.8, -4, -12, -0.1
COc1cccc(CC2(CO)CCCN(C(=O)Nc3ccc(SC)cc3)C2)c1 (stereo not given)
→ -0.1, -11, 23, 0.5
Oc1ccc(-c2nc3cnccn3c2NCc2cccs2)cc1O
→ -1.0, -10, 16, 0.0
O=C(CN1CCCCC1)NN1CC(=O)N(c2ccc(F)cc2)CC1=O
→ -1.8, -8, -6, 0.0
COc1ccc(-c2c(C)c3cc(O)ccc3oc2=O)cc1OC
→ -2.4, 7, -1, 0.0
O=S(=O)(c1ccc2c(c1)N=Cc1c(nc3sccn13)O2)N1CCOCC1
→ 0.3, -9, 6, -0.1
Cc1cnc(C(=O)NCc2nc(-c3ccccc3)no2)cn1
→ -2.1, -8, -6, -0.2
Cc1ccc(CCNC(=O)CCS(=O)(=O)c2ccc3c(c2)SC(C)C(=O)N3)cc1 (stereo not given)
→ 2.8, 2, 7, -0.1
COC(=O)Cn1cc(/C=C(/C#N)C(=O)Nc2ccc(OC)cc2)c2ccccc21
→ -0.1, 19, 11, -0.1
COc1ccc(C2(C(=O)N3CCC(n4nc(C5CC5)ccc4=O)CC3)CC2)cc1
→ 0.4, -6, 13, 0.0
CC(=O)Nc1ccc(Nc2nc(N3CCc4ccccc4C3)nc3c2ncn3-c2ccsc2)cc1
→ -2.5, 40*, 10, 0.0
O=[N+]([O-])c1ccccc1CN1CCCC1
→ 0.6, -8, 14, 0.0
Clc1ccc(Nc2nc(-c3cccnc3)cs2)cc1
→ -0.4, -52, 5, -0.2
COc1cc(C2C(=O)N(C3CCCCCC3)CC(=O)N2Cc2ccccc2)ccc1OC(C)C (stereo not given)
→ 1.2, -4, -1, 0.0
CCc1ccccc1NC(=O)c1c(NC(=O)c2ccccc2Br)sc2c1CCC2
→ -1.4, 3, 3, 0.3
O=C(NCC1CCCO1)C(C(=O)c1ccccc1)n1ccccc1=O (stereo not given)
→ -0.9, -3, -3, -0.1
O=C(Cn1ncc2c1-c1ccccc1OC2)NCCN1CCOCC1
→ -0.5, 9, 2, 0.6
C=CCNC(=O)/C(=C/c1cccc(Br)c1)NC(=O)c1ccco1
→ -0.6, 13, 5, 1.7
O=C(NCC(c1ccco1)N1CCN(c2ccc(F)cc2)CC1)c1cc(-c2ccco2)on1 (stereo not given)
→ 0.7, 5, 6, 0.1
CCNC(=O)/C(C#N)=C/c1ccc(OC(F)F)cc1
→ 0.3, -1, -11, 0.1
CC(C)/C=C/C(=O)N1CCc2nnc(CNC(=O)c3cccc(F)c3)n2CC1
→ 0.8, 5, 5, 0.0
Oc1ccccc1-c1nc(-c2ccccc2)c(-c2ccc(F)cc2)[nH]1
→ 3.6, -4, -2, 0.0
CN(C)S(=O)(=O)c1cc(C(=O)O)ccc1Br
→ 3.6, -5, -6, 0.0
CCOC(=O)N1CCN(c2c(NN3CCOCC3)c(=O)c2=O)CC1
→ 0.0, -7, 19, 0.0
CCN(CC)c1ccc(Nc2ncnc3ccccc23)cc1
→ -0.2, -67, -4, -0.3
O=C(COc1ccccc1)NC(c1ccc(Cl)cc1)c1cc(Cl)c2cccnc2c1O (stereo not given)
→ -0.5, 2, 6, 0.0
Cc1ccc(NC(=O)c2cc3c(CO)cnc(C)c3oc2=Nc2cccc(C(N)=O)c2)cc1
→ -1.1, -13, -13, 0.2
CC(=O)NCC1Cc2cc(C)cc(-c3ccc(Cl)cc3)c2O1 (stereo not given)
→ -0.9, 5, -8, 0.4
Nc1cc(N)nc(SCc2n[nH]c(=S)n2-c2ccccc2)n1
→ 0.1, 6, 13, -0.2
CCOc1ccc(N2CC(C(=O)OCC(=O)Nc3cccc(C)c3C)CC2=O)cc1 (stereo not given)
→ -0.1, -2, 6, -0.1
CC(C)Oc1ccc(C(=O)Nc2ccccc2N2CCOCC2)cc1
→ 0.6, 8, 7, 0.0
Brc1c(OCCCNCCN2CCOCC2)ccc2ccccc12
→ 1.0, 7, 37, 0.1
CCCCC(=O)Nc1c2c(nn1C(C)(C)C)CS(=O)(=O)C2
→ 0.7, -3, 1, -0.1
COc1ccc(/C=C2\N=C(c3cccc(Br)c3)OC2=O)c(OC)c1
→ 1.0, 12, -3, 0.1
COc1ccc(NC(=O)C(C)Oc2ccc(Br)cc2)cc1OC (stereo not given)
→ 0.0, 1, -3, -0.2
CC(C)N(Cc1c(C(=O)N2CCCCCCC2)nc2sccn12)CC1CCC(=O)N1 (stereo not given)
→ -1.1, -6, 9, 0.0
CCN(CC)CCOc1cc(-c2cn[nH]c2)ccc1NC(=O)C1COc2ccccc2O1 (stereo not given)
→ 1.3, -7, 6, -0.3
Cc1cc(C(=O)COc2nncc3ccccc23)c(C)n1CC1CCCO1 (stereo not given)
→ 1.4, -63, -8, 0.0
Cc1nn(-c2ccccc2)c(Cl)c1/C=C1/SC(=S)NC1=O
→ 0.2, -1, -5, 0.0
COc1ccc(OC)c(NC2c3ccccc3C(=O)N2c2cccnc2)c1 (stereo not given)
→ -1.2, 2, 6, -0.1
Cc1nc2c(C)nn(-c3ccccc3)c2s1
→ 0.1, -18, 17, 0.0
Oc1ccc(-c2nc3cnccn3c2Nc2ccccc2)cc1
→ -1.0, -13, 1, 0.1
CCOc1ccc(Br)cc1/C=N/NC(=O)c1ccccc1
→ -1.9, -30, 3, 0.7
Cc1ccccc1Cn1c2ccccc2c2cnn(CC(=O)O)c(=O)c21
→ -0.3, 0, -8, 0.1
O=C(Cn1c(=O)oc2cc(S(=O)(=O)N3CCCC3)ccc21)N1CCc2ccccc2C1
→ -0.3, 9, 16, 0.3
O=C(c1cccc([N+](=O)[O-])c1)N(Cc1ccccc1)Cc1ccccc1
→ -0.3, 13, 10, 0.1
COc1cc(CN2CCC(C(=O)NC3CCCC3)CC2)ccc1O
→ 0.5, 5, 60*, 0.2
COc1ccc(NS(=O)(=O)c2ccc3c(c2)CC(=O)N3)cc1
→ -0.1, 0, -5, 0.1
Cc1nc(Cl)c(C(N)=O)c(C)c1N
→ -1.2, -1, 6, 0.0
COc1ccc(NC(=O)CSc2nnc(NC(=O)c3ccccc3I)s2)cc1
→ -1.7, -38, 2, 0.0
CCOC(=O)C1=C(C)NC(=O)NC1c1cn(-c2ccccc2)nc1-c1ccc(OC)c(OC)c1 (stereo not given)
→ 2.0, 11, 6, 0.1
O=S(=O)(Nc1ccc(S(=O)(=O)Nc2ccccc2)cc1)c1ccc(F)cc1
→ 1.2, 12, -7, 0.2
CC(=O)N/N=C(\C)c1ccc2ccccc2c1OC(F)F
→ 2.2, 7, 2, 0.6
COC(=O)C1=C(C)NC(=O)NC1c1cc(Br)c(OC)c(OC)c1 (stereo not given)
→ -2.1, -8, -13, 0.0
O=c1c2c(nc3n1CC(c1ccccc1)S3)-c1ccccc1CC21CCCC1 (stereo not given)
→ 1.9, -6, 0, 0.0
Cc1nn(C(=O)c2nn(C)cc2[N+](=O)[O-])c(C)c1Br
→ -0.1, 6, 16, 0.1
CCCc1nc(Nc2nc3ccccc3s2)ncc1C(=O)OCC
→ 1.0, -6, 9, 0.5
CC(=Nc1ccccc1Cl)c1sc2ccccc2c1O
→ -5.1, -17, 4, 1.6
Cn1ccnc1C1(O)CC2CCC(C1)N2C(=O)c1ccccc1-c1ccccc1 (stereo not given)
→ -0.8, -2, 9, -0.1
CCN1CCN(CCCNC(=O)CNC(=O)c2nn(-c3ccc(OC)cc3OC)c(=O)c3ccccc23)CC1
→ -1.1, -7, 1, 0.0

# Entries of single compounds as entered above:
# Results for `Oc1ccc(-c2nc3cnccn3c2Nc2ccccc2)cc1` = GPR151 activ = -1.0; TEAD-YAP inh = -13; MITF inh = 1; FBW7 activator = 0.1
# Results for `COc1ccc(NC(=O)C(C)Oc2ccc(Br)cc2)cc1OC` (stereo not given) = GPR151 activ = 0.0; TEAD-YAP inh = 1; MITF inh = -3; FBW7 activator = -0.2

# Remaining list, next part.
# Every second line gives: GPR151 activ, TEAD-YAP inh, MITF inh, FBW7 activator
O=C(CC(NCCc1cc2ccccc2[nH]1)C(=O)O)c1ccc(Br)cc1 (stereo not given)
→ -1.1, 0, -4, 0.0
CCOC(=O)C1=C(c2ccccc2)N=c2s/c(=C\c3ccc(O)cc3)c(=O)n2C1c1ccc(Cl)cc1 (stereo not given)
→ 0.9, -6, -12, 0.0
O=C(/C=C/c1ccc(Cl)cc1)Nc1nnc(C(F)(F)F)s1
→ 0.7, -6, -3, -0.1
CC(C)(C)c1ccc(C(=O)NCc2n[nH]c(=S)n2Cc2ccccc2)cc1
→ 0.3, 3, 6, -0.1
CCOC(=O)Cc1[nH]nc2c1C(c1cccc(OC)c1OC)C(C#N)=C(N)O2 (stereo not given)
→ -0.8, 13, -12, -0.2
Cc1nc2c(C(=O)NCc3ccccn3)cnn2c(C)c1Cc1ccccc1
→ 0.9, -11, 3, -0.2
Cc1c2ccccc2n2cc(-c3ccccc3)nc(C(C)C)c12
→ 1.2, 7, 5, -0.1
COc1ccc(-c2nc(NCCCN3CCCC3=O)c3ncn(CCN4CCCC4=O)c3n2)cc1
→ 0.5, -6, 5, -0.1
O=C(COC(=O)c1ccccc1OC(F)F)NC(=O)NCc1ccco1
→ 0.8, 1, 23, -0.1
CN1CCN(CCCNC(=O)c2ccc3c(Cl)c4c(nc3c2)CCC4)CC1
→ 0.0, 17, 4, -0.1
